Compound activity as filed in PubChem.
proCasp7 act – counter-screen for procaspase-3 activators: activators of human procaspase-7 | recombinant procaspase-7, Ac-DEVD-pNA absorbance 405 nm; D23A/D198A/D206A triple mutant, cannot self-cleave; scale: DMSO 0, 5 µM enzyme 100 | 0.093% of 330,000 active | activation, % at 8.5 µM;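 active = percent activation above the screen-wide mean plus 3 SD, cut at about 25% in these data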
Target sequence (P55210 whole entry D23A/D198A/D206A): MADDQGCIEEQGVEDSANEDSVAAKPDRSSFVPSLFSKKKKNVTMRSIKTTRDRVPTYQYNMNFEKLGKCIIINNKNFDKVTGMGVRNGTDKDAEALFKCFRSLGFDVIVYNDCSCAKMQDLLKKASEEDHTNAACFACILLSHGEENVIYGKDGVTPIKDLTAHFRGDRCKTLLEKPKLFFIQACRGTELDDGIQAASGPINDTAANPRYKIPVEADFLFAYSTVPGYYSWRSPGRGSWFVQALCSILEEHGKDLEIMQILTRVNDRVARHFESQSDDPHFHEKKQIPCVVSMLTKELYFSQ
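Test system: Procaspase-7 triple mutant (PC-7 D3A). Also added: Ac-DEVD-pNA substrate, 400 µM as added. Schedule: 1 h enzyme–compound preincubation and 2 h substrate reaction, both 25 °C. Signal: p-Nitroaniline absorbance at 405 nm, read at 0 and 120 min. Control set: low DMSO alone, high DMSO plus 5 µM PC-7.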
CTSL1 counter – counter-screen for PFM18AAP inhibitors: inhibitors of F. hepatica cathepsin L1. inhibition, % at 5.96 µM. recombinant F. hepatica cathepsin L1, Z-Leu-Arg-MCA fluorescence. 0.49% of 300,000 active;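 active = inhibition above the mean of all tested compounds plus 3 SD, set per screening campaign, cut at about 17% in these data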;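 also: 0% = plate median of test compound wells and 100% = 1 µM Z-Phe-Ala-diazomethylketone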
PP1 inh – PP1-alpha (human) inhibition in PP5 counter-screen. P62136. purified PP1alpha, OMFP fluorescence. inhibition, % at 6.7 µM. 0.9% of 320,000 active. AID 2235;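 active = inhibition above the mean inhibition of all tested compounds plus 3 SD, computed separately for each screening campaign, cut at about 15% in these data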
Target sequence (P62136 whole entry, looked up): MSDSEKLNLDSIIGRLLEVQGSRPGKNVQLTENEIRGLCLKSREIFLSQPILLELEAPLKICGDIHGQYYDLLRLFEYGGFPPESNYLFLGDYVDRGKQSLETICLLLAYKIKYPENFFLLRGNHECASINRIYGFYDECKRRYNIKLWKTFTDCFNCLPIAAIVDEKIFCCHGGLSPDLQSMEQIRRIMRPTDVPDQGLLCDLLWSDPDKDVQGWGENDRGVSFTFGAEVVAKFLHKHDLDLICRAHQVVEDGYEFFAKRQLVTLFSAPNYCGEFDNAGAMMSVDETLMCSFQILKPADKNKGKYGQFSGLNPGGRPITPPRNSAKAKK
procasp3 activ – activates human procaspase-3. P42574. activation, % at 8.5 µM. recombinant procaspase-3 D3A, Ac-DEVD-pNA absorbance 405 nm. AID 463141. 0.11% of 330,000 active;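 active = activation above the mean of all tested compounds plus 3 SD, cut at about 21% in these data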;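 also: 0% = DMSO alone and 100% = DMSO wells spiked with extra 5 µM PC-3 D3A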
Target sequence (P42574 whole entry D9A/D28A/D175A): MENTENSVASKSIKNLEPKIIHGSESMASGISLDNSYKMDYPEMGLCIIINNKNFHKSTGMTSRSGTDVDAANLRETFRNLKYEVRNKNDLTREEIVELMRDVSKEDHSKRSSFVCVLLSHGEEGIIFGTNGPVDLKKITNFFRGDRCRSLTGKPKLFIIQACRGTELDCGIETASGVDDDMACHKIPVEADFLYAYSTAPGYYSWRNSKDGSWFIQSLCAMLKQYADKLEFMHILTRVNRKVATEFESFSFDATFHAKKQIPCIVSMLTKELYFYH
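Assay system – Procaspase-3 D3A mutant, all three cleavage aspartates alanine · Controls – DMSO-only low control, 5 µM PC-3 D3A high control · Schedule – 1 h compound preincubation, 2 h substrate hydrolysis at 25 °C · Signal – 405 nm absorbance of p-nitroaniline, reads at 0 and 120 min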
PAFAH2 inh – inhibitors of human PAFAH2; 0.99% of 340,000 active; recombinant PAFAH2, FP-rhodamine activity probe, fluorescence polarization; Q99487; AID 492956; inhibition, % at 3.39 µM;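 active = inhibition above the mean over all tested compounds plus 3 SD, cut at about 30% in these data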;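 also: inhibitors block probe labeling of enzyme so polarization drops; 0% = enzyme with DMSO and 100% = wells lacking PAFAH2 protein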
TPT1 inh – inhibitors of Candida albicans tRNA 2'-phosphotransferase TPT1; 0.81% of 300,000 active; inhibition, % at 5 µM; AID 1962; recombinant caTPT1, FP RNA substrate dephosphorylation;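 active = inhibition above the mean of all tested compounds plus 3 SD, set per screening campaign, cut at about 24% in these data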;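 also: plate controls were DMSO alone for no effect and ferristatin control at 100 nM for full effect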
AHR activator – human AHR activation; activation, % at 5 µM; 2.5% of 320,000 active; AHR-responsive luciferase reporter cells, luminescence; in the data active = activation above about 47%;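 also: 0% = vehicle wells and 100% = reference agonist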
HCV core dimer – blocks dimerization of HCV core protein; TR-FRET GST/Flag-core106 dimerization, 1536-well; inhibition, % at 5 µM; 0.33% of 300,000 active; AID 1899;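 active = inhibition above the mean of all tested compounds plus 3 SD, set per screening campaign, cut at about 45% in these data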
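System: GST-tagged and Flag-tagged HCV core protein residues 1-106 / Input: core106 proteins, GST 13.5 nM and Flag 17 nM / Buffer or medium: KF-containing HEPES buffer, pH 7.45, DTT, CHAPS, BSA / Probe or stimulus: Eu-anti-GST and XL665-anti-Flag labelled anti-tag antibodies / Schedule: 4 h, 22.5 °C incubation / Technique: TR-FRET 671 and 617 nm emission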
PP5 inh – inhibitors of human protein phosphatase 5 (PP5); P53041; purified PP5c, OMFP substrate fluorescence; inhibition, % at 6.7 µM; 0.18% of 320,000 active; AID 1987;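 active = inhibition above the campaign's mean inhibition across all tested compounds plus 3 SD, cut at about 9.5% in these data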;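 also: 0% = DMSO only and 100% = 100 µM cantharidin control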
Numbers without * were called inactive; · = not tested or not shown; & = joins results of further samples.

SMILES	proCasp7 act	CTSL1 counter	PP1 inh	procasp3 activ	PAFAH2 inh	TPT1 inh	AHR activator	HCV core dimer	PP5 inh
c1ccc2oc(-c3[nH]ncc3CN(Cc3ccncc3)CC3CCCO3)cc2c1 (stereo not given)	10	3	4	0	-2	0	27	-4	0.9
O=C(CN1C(=O)CCC1=O)c1ccc(-c2ccccc2)cc1	4	-5	-8	3	-6	-4	3	1	-0.1
CC(C)CC(=O)C1CCCN(C(=O)c2ccc3oc(Cc4ccccc4)nc3c2)C1 (stereo not given)	9	3	0	3	-9	3	-3	9	1.2
O=C(CSC1=NS(=O)(=O)c2cc(F)ccc2N1)NCCc1ccccc1	8	-3	-3	-9	-2	-4	-1	3	0.1
COC(=O)c1ccc(C)c(NC(=O)C(CCSC)NC(=O)c2cc(OC)c(OC)c(OC)c2)c1 (stereo not given)	-4	-5	0	3	-3	-3	5	8	1.2
CCc1ccc(-n2c(=O)c3c(C)c(C(=O)N(C)C)sc3n(CC(=O)NCc3ccco3)c2=O)cc1	-5	-3	5	4	2	1	-2	4	2.6
COc1ccc(N(CC(=O)NCCOc2ccccc2)S(=O)(=O)c2ccc(C)cc2)cc1	6	0	1	-2	2	0	2	7	3.3
Cc1ccc(S(=O)(=O)Nc2ccc3c(c2)CC(=O)N([C@H](C)CO)C[C@@H](C)[C@H](CN(C)S(=O)(=O)c2ccccc2)O3)cc1	-2	·	·	0	-4	·	5	·	·
COc1ccc(Br)cc1-c1nc2c(c(=O)[nH]c(=O)n2Cc2ccccc2)n1C	8	-2	2	6	3	-3	1	16	2.6
CCOC(=O)c1cn[nH]c1C(F)(F)F	2	-1	-3	-6	·	-2	-1	1	0.8
CCOc1cccc2sc(N(CCCN(C)C)C(=O)c3ccc(S(=O)(=O)N(C)CC4CCCO4)cc3)nc12 (stereo not given)	-12	-1	0	7	-1	-2	-2	-5	0.7
CCOC(=O)c1sc(C)c(C(=O)NCCCN2CCOCC2)c1N	-6	6	-2	8	2	-6	6	-5	-1.4
O=[N+]([O-])c1ccc(N2CCNCC2)c(S(=O)(=O)N2CCOCC2)c1	5	-2	-1	2	-3	0	2	-3	-1.4
Cc1ccccc1NC(=O)CSc1ccc(-c2ccccn2)nn1	4	-1	-2	4	-8	-3	18	-2	-0.1
Cc1c(C)n2c(SCC(=O)N3CCOCC3)nnc2[nH]c1=O	6	-1	6	0	0	-2	-2	-2	-0.8
Cc1cc(C)cc(OC(=O)CS(=O)c2ccc(C(F)(F)F)cc2[N+](=O)[O-])c1 (stereo not given)	-14	2	0	-13	4	1	29	-2	5.0
COc1ccc(C)cc1Nc1n[n+](-c2ccccc2)c(-c2ccc(C(=O)O)cc2)s1	-6	-1	5	-15	6	-1	48*	-3	-2.8
CC(C)CN(CC(C)C)C(=O)c1cccc(S(=O)(=O)N2CCc3ccccc32)c1	4	-2	2	-6	-1	-2	11	2	1.0
CCN(c1ccccc1)S(=O)(=O)c1ccc(Cl)c(C(=O)NCCc2ccc(OC)cc2)c1	13	-2	4	-1	4	-1	6	3	-0.2
CCOc1ccc(-c2nnc(N3CCCCC3)c3ccccc23)cc1	11	5	3	9	-3	-2	4	3	1.9
COc1ccc(-n2c(SCC(=O)N3CCCCC3)nc(O)cc2=O)cc1	6	-5	7	5	1	-2	-1	3	1.4
COc1ccc(Nc2ccc(S(=O)(=O)N3CCCCC3)cc2[N+](=O)[O-])cc1	2	-3	3	1	11	67*	0	17	-0.7
O=C(NCCC1CCCCN1S(=O)(=O)c1ccc(F)cc1)C(=O)NCc1cccnc1 (stereo not given)	4	-1	-7	1	-4	-1	9	4	-1.5
COc1ccc(CNC(=O)C2(CC3CC(c4ccccc4)=NO3)CCN(C(=O)C3(C)CC3)CC2)cc1 (stereo not given)	-6	4	-1	7	1	-1	3	-15	0.4
CCCCn1c(N)c(N(CCC(C)C)C(=O)CN2C(=O)C3CCCCC3C2=O)c(=O)[nH]c1=O (stereo not given)	4	2	-5	5	1	0	1	-3	-0.1
CCOC(=O)c1cccc(N2C(=O)Nc3ccccc3N2O)c1	2	0	3	0	1	3	3	-3	1.6
CCOC(=O)c1ccc(Oc2nc(N(C)C)nc(N(C)C)n2)cc1	3	5	3	-10	2	1	1	6	0.2
Cc1noc(C)c1C(=O)Nc1nc(-c2ccccc2Cl)cs1	6	2	2	-4	4	0	7	-10	1.0
CC(C)(C)c1ccc(C(=O)NCCCNC(=O)c2ccccn2)cc1	8	-1	-3	9	3	1	13	4	-1.6
CC(Sc1nc2ccccc2c(=O)n1CC1CCCO1)C(=O)Nc1ccc(S(N)(=O)=O)cc1 (stereo not given)	0	-6	0	-1	-1	-3	3	-4	4.7
O=C(NCCCn1ccnc1)Nc1ccc(Cl)cc1Cl	-8	0	-3	-16	-2	-6	69*	-3	1.6
Cc1cc(C)cc(NC(=O)CN2CCC(C(=O)c3ccccc3)CC2)c1	8	0	3	4	0	-1	2	12	2.4
Cc1ccc(-c2nnn(CC(=O)N(Cc3cccs3)C(C(=O)NCC3CCCO3)c3ccco3)n2)o1 (stereo not given)	1	5	-1	10	-6	-2	2	0	-0.7
COc1ccc(Cn2c(C(F)(F)F)ccc(C(N)=O)c2=O)cc1	3	0	0	3	3	2	2	2	1.2
O=C(CSc1nnnn1-c1cccc(F)c1)NC1CC1	2	·	·	-6	2	·	10	·	·
NC(=O)c1nn(-c2ccccc2)nc1NC(=O)CN1CCCC1	2	-1	-3	-1	0	-1	4	0	-0.1
COc1cccc(CNc2nc(-c3cccnc3)nc3ccccc23)c1	10	-2	-2	4	-10	1	10	1	3.4
O=C(CN1CCOCC1)NCc1ccccc1	5	3	-3	11	-9	1	0	-1	1.1
Cn1c(COc2cccc3ccccc23)nnc1SCC(=O)OC1CCCCC1	-9	6	4	-1	-6	-1	3	8	2.4
O=C(Nc1ccccc1)c1cccc(C(F)(F)F)c1	11	2	0	1	0	1	2	-7	1.6
CC(=O)Nc1ccc(NC(=O)c2c(C)nn(Cc3ccccc3Cl)c2C)cc1	10	2	-3	1	-2	-2	-3	9	1.0
Cc1ccccc1-n1c(-c2ccco2)n[nH]c1=S	-3	2	1	-8	0	1	-1	0	-0.8
CCC(C)NS(=O)(=O)c1ccc(NC(=O)C(Sc2ccccc2)c2ccccc2)cc1 (stereo not given)	12	2	2	-1	-70	1	-2	-6	4.0
CCOC(=O)N1CCC(NCCNC(=O)c2ccccc2)CC1	10&-2	4	-1&-2	-2&6	-6&1	2	-1&-1	2	-1.2&-2.7
O=C(NCC(c1ccco1)N1CCN(c2ccc(F)cc2)CC1)OCc1ccccc1 (stereo not given)	16	0	1	5	2	8	0	-1	5.9
CCC(C)NC(=O)CSc1nc2ccsc2c(=O)n1NC(=O)c1ccccc1 (stereo not given)	1	-2	-4	3	-5	-1	0	-7	-2.4
N#C/C(=C/c1ccc2c(c1)OCO2)C(=O)Nc1ccc(O)cc1	13	-2	-1	-5	-5	-1	4	-1	0.7
Cc1[nH]c2ccc3c(ncn3CCC#N)c2c1C	-5	1	-3	-6	-13	-1	8	-8	3.5

Single records, as listed above. Order of values: proCasp7 act, CTSL1 counter, PP1 inh, procasp3 activ, PAFAH2 inh, TPT1 inh, AHR activator, HCV core dimer, PP5 inh
CCOC(=O)N1CCC(NCCNC(=O)c2ccccc2)CC1 is entered as 10&-2, 4, -1&-2, -2&6, -6&1, 2, -1&-1, 2, -1.2&-2.7
CCC(C)NC(=O)CSc1nc2ccsc2c(=O)n1NC(=O)c1ccccc1 (stereo not given) is entered as 1, -2, -4, 3, -5, -1, 0, -7, -2.4
O=C(Nc1ccccc1)c1cccc(C(F)(F)F)c1 is entered as 11, 2, 0, 1, 0, 1, 2, -7, 1.6
Cn1c(COc2cccc3ccccc23)nnc1SCC(=O)OC1CCCCC1 is entered as -9, 6, 4, -1, -6, -1, 3, 8, 2.4
CC(=O)Nc1ccc(NC(=O)c2c(C)nn(Cc3ccccc3Cl)c2C)cc1 is entered as 10, 2, -3, 1, -2, -2, -3, 9, 1.0

Going on with the list:
SMILES	proCasp7 act	CTSL1 counter	PP1 inh	procasp3 activ	PAFAH2 inh	TPT1 inh	AHR activator	HCV core dimer	PP5 inh
COc1ccc2cc(C(=O)N3CCN(c4ccccc4OC)CC3)[nH]c2c1	2	-3	2	2	5	0	15	10	0.7
CCN(C(=O)CN1CCCC(C)C1)c1c(N)n(Cc2ccccc2)c(=O)[nH]c1=O (stereo not given)	7	·	·	10	-4	·	-2	·	·
CN1CCN(S(=O)(=O)c2cccc(C(=O)N(c3ccccn3)C3CCCCC3)c2)CC1	0	-1	0	4	5	-3	1	-1	0.3
CCCCN(CC(=O)NCc1ccc(F)cc1)C(=O)c1ccco1	5	9	-4	0	0	-3	-1	-5	-0.2
O=C(COC(=O)c1ccccc1)NCc1ccco1	-3	0	-4	-3	13	3	3	43	-0.2
O=c1nc2cccc3c2=c(/c1=C(\O)c1ccccc1)c1ccccc1c3=O	-9	3	0	2	-4	-2	1	21	-0.6
O=[N+]([O-])c1ccc(S(=O)(=O)Nc2ccc(S(=O)(=O)N3CCCC3)cc2)cc1	-1	-1	-1	-2	1	-1	1	8	0.1
Cc1cc(=O)oc2cc(NC(=O)c3ccccc3C(=O)O)ccc12	0	-1	4	-2	2	2	4	-9	0.7
CC(=O)NC1N=C(C)N(c2ccccc2)C1=O (stereo not given)	-16	3	-3	-24	-6	-1	9	-4	2.3
O=C(O)c1cccc(N=NN2CCOCC2)c1	3	8	-3	1	·	-6	1	-1	-2.0
Cn1cc(C(=O)N2CCc3ccccc3C2)c(=O)c2cc(S(=O)(=O)N3CCCCC3)ccc21	12	9	0	-4	·	-6	3	3	1.0
Cc1c(C(=O)O)oc2ccc(S(=O)(=O)N3CCC(C)CC3)cc12	0	1	1	8	-1	4	1	-6	-1.0
O=C1CCCC(O)=C1N=Nc1c(Cl)cc(Cl)cc1Cl	1	3	-1	-10	10	2	17	-3	0.5
CCOc1ccc(/C=N/Nc2ccccn2)cc1OC	3	4	-1	8	5	2	38	-4	2.6
CC(C)(C)C(=O)Cn1ncc(N2CCOCC2)c(Br)c1=O	8	0	-1	-1	6	1	3	-2	-0.8
O=C(CCS(=O)(=O)c1ccc(F)cc1)Nc1nnc(-c2ccc(F)cc2)o1	13	1	2	-14	-6	-1	3	-3	0.1
N#Cc1c(N2C(=O)C3C4C=CC(C4)C3C2=O)sc2c1CCC2 (stereo not given)	9	-1	0	-1	0	-3	7	4	0.7
CCC(=O)Nc1ccc(C(=O)CN2C(=O)NC3(CCCCCC3)C2=O)cc1	-18	·	1	-1	-1	·	2	·	-0.2
COc1cccc(CC2(CO)CCCN(Cc3ccccc3Cl)C2)c1 (stereo not given)	8	-5	0	6	-2	3	1	-6	2.0
c1ccc(C[n+]2cccc3c4ccccc4ccc32)cc1	-6	2	-1	1	-3	-3	1	-1	-2.6

This is a random part of the collection; overall some 5.6% were active at least once.
